IDE inh = inhibits human insulin-degrading enzyme in HEK cells. AID 434962. P14735. inhibition, % at 5.59 µM. FAbetaB cleavage, fluorescence polarization. 0.41% of 320,000 active;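 active means percent inhibition above the average of all tested compounds plus 3 SD, set per screening campaign, cut at about 16% in these data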;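 further: IDE supplied by intact live HEK cells; FP after avidin binding of uncleaved biotin substrate so inhibition keeps polarization high; 0% = DMSO wells and 100% = 60 µM reference IDE inhibitor Ii1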
CRFBP-R2 agonist = agonists of human CRF-binding protein/CRF-R2 receptor complex. HEK293 CRF-R2/CRF-BP, calcium dye fluorescence (FLIPR); percent of saturating CRF peptide response. activation, % at 13.2 µM. 0.46% of 350,000 active. AID 588473;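 active means activation of at least 50%, plus an integration ratio under a set limit after plate pattern correction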;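 further: plate controls were neutral control wells without compound for no effect and CRF at EC100 for full effect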
PHOSPHO1 inh = PHOSPHO1 (human) inhibition; Q8TCT1; recombinant PHOSPHO1, absorbance phosphatase assay; inhibition, % at 13.3 µM; 1.1% of 290,000 active; in the data active means inhibition above about 60%
CHRM4 PAM = CHRM4 positive allosteric modulation; P08173; CHO-K1 hM4/Gqi5, Fluo-8 calcium fluorescence, ACh EC20; 0% = ACh EC20, 100% = maximal ACh; activation, % at 3 µM; 0.4% of 360,000 active;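 active means activation above its plate's cutoff, the mean activation of sample wells plus 3 SD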; further: some results filed as inactive read as strong as hits
Target sequence (P08173 whole entry, looked up): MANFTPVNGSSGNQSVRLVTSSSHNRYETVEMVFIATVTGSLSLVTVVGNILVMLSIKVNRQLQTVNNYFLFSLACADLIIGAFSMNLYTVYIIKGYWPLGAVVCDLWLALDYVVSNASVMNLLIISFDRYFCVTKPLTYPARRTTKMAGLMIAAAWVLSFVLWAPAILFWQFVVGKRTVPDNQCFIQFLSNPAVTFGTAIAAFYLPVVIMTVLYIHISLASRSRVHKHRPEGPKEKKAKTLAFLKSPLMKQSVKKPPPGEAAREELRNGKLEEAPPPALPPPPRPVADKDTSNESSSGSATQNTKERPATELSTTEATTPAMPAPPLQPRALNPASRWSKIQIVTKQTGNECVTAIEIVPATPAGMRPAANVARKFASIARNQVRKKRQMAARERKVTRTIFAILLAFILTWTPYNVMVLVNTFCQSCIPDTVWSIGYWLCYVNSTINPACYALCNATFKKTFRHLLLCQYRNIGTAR
IDE cell activ = IDE (human) activation, cell-based; P14735; HEK cells, FAbeta-B cleavage, fluorescence polarization; 0% vehicle, 100% cell-free pure enzyme wells; activation, % at 5.96 µM; 0.073% of 340,000 active; AID 493087;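 active means activation above the mean of all tested compounds plus 3 SD, set per screening campaign, cut at about 17% in these data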
MEKK3 PB1 HTS = MEKK3-MEK5 PB1 interaction, increase or decrease; binding response (% of control), % at 10 µM; bead-based flow cytometry, Alexa488-MEK5 binding to MEKK3; actives lie on both sides; 0 = blocked by unlabeled MEK5, 100 = vehicle; Q99759; 1.4% of 290,000 active;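 active means binding response more than 3 SD above or below the average of its plate-row segment, actives on both sides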;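 further: Alexa488 bead fluorescence after subtracting the streptavidin-only scavenger bead signal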
CRFBP-R2 block = antagonists of CRF-binding protein/CRF-R2 receptor complex. HEK293 CRF-R2/CRF-BP, CRF-induced calcium fluorescence. inhibition, % at 11.8 µM. AID 588475. 0.59% of 350,000 active;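 active means inhibition of the ligand-induced calcium signal above about 50% at the single tested concentration, limit read from the data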
GalR3 antagonist = antagonists of human GalR3. O60755. HEK293 GalR3-CNG cAMP membrane potential fluorescence; galR3 body fused to GalR1 C-terminus. inhibition, % at 3 µM. 0.44% of 360,000 active. AID 651719;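 active means inhibition above the screen-wide average plus 3 SD, cut at about 13% in these data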;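 further: forskolin and galanin both at EC90 stimulate the cells; cAMP rise reported by CNG channel membrane potential dye signal; 0% = forskolin plus galanin with DMSO and 100% = forskolin alone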
Target sequence (O60755 1-299 limits assumed): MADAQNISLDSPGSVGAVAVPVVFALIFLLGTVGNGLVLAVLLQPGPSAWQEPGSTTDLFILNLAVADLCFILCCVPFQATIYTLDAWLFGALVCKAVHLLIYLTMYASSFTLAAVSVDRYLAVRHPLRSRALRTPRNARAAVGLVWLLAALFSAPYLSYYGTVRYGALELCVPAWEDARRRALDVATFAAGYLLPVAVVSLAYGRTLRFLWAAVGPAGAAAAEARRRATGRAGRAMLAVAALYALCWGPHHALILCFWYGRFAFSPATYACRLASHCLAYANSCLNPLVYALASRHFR
pCIP destab = lowers stability of the mouse p/CIP coactivator protein; Q05BA5; F442A p/CIP-EGFP cells, EGFP fluorescence, 16 h; decrease of EGFP signal, % at 10 µM; 0.01% of 290,000 active;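 active means EGFP signal decrease of at least 30% at 10 µM or well 3 SD below plate mean, unless failing retest; inactive means the rest, including hits failing retest or dose response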; further: some compounds called inactive have numbers as strong as hits; many of its hits are not listed in these tables
Numbers without * were called inactive; nt = no result given.

SMILES	IDE inh	CRFBP-R2 agonist	PHOSPHO1 inh	CHRM4 PAM	IDE cell activ	MEKK3 PB1 HTS	CRFBP-R2 block	GalR3 antagonist	pCIP destab
O=C(Nc1ccc(F)cc1)C1CCN(c2ncnc3c2nc2n3CCCCC2)CC1	3	0.2	7	2	-1	100	4	1	-15
CC(C)CC(C)N1CCC(n2nccc2NC(=O)CCc2ccccc2)CC1 (configuration not stated)	4	1.4	22	-13	7	97	0	-2	2
COC(=O)[C@@]1(Cc2ccc(OC)cc2)[C@H]2c3cc(C(=O)N4CCCC4)n(CCSCCO)c3C[C@H]2CN1C(=O)c1ccccc1	0	-0.7	-16	nt	nt	109	4	nt	2
C[N+]1(CC(O)COCC2COc3ccccc3O2)CCOCC1 (configuration not stated)	4	4.5	-4	12	1	102	-3	6	-5
CC12CCC(C(=O)N(CC(O)CN3CCCCCC3)C1=O)C2(C)C (configuration not stated)	-2	-0.9	-20	0	4	145*	13	-1	7
CCN(CC)S(=O)(=O)c1ccc(Cl)c(C(=O)N2CCc3ccccc32)c1	0	-1.2	9	-4	9	101	6	2	-4
COc1ccc(NS(=O)(=O)c2cc(NC(=O)CNC(=O)c3cccc(OC)c3)ccc2C)cc1	0	-5.8	4	0	2	99	8	-3	-8
CCNC(=S)N/N=C/c1c(C)nn(-c2cccc(Cl)c2)c1Cl	-3	-2.7	-21	12	7	86	-4	-4	-6
Cc1ccc2c(COC(=O)C34CC5CC(CC(C5)C3)C4)cc(=O)oc2c1	7	6.5	6	12	-1	97	-15	-1	0
O=C(Nc1cc(Cl)cc(Cl)c1)N1CCN(C(=O)C2CCCO2)CC1 (configuration not stated)	1	-0.6	32	6	1	98	-7	-2	-3
CN(C)CCNC(=O)c1c(CSc2ccccc2)noc1C(=O)NCc1ccccc1	1	-0.6	18	0	6	108	5	-15	0
CC(=O)NC1(C(F)(F)F)C(=O)Nc2c1c(=O)[nH]c(=O)n2-c1ccccc1 (configuration not stated)	1	-0.3	33	-7	4	98	-8	-3	-2
Cn1c(=O)c2ncn(CC(=O)NCCOCc3ccccc3Cl)c2n(C)c1=O	4	0.3	-3	1	3	90	1	7	-16
CC1(C)CC2CC(C)(CN2C(=O)c2ccc([N+](=O)[O-])cc2[N+](=O)[O-])C1 (configuration not stated)	2	0.1	20	3	6	103	0	0	-3
COc1ccc(C(C)C)cc1S(=O)(=O)n1ccnc1C	-3	1.4	-2	6	7	97	38	1	2
Cc1nn2c(-c3ccccc3)ccnc2c1Br	1	0.9	33	-2	2	109	-1	-13	-6
Cc1nc2ccccc2c(=O)n1/N=C/c1ccc([N+](=O)[O-])o1	-1	nt	24	nt	nt	101	nt	nt	-10
NCCC(=O)NC[C@H]1O[C@@H](n2cnc3c(N)ncnc32)[C@H](O)[C@@H]1O	nt	-2.1	nt	-4	3	nt	15	-5	nt
NC(=O)CN1C(=O)C2CCCCN2C(=O)c2ccccc21 (configuration not stated)	4	-0.1	-42	0	6	100	6	-4	-3
CCCn1c2c(c(O)c(C(=O)NCc3ccccc3)c1=O)CCCC2	2	4.1	-29	-1	7	104	1	-2	4
CCCC/C=C1\CCc2c([nH]c3ccccc23)C1=O	0	-1.8	40	-2	5	101	-7	-4	10
CCN(CC)S(=O)(=O)c1ccc(N2CCN(C)CC2)c(NC(=O)Nc2ccc(C)cc2)c1	-3	-1.3	22	0	-1	106	1	-5	-5
Cc1c(NC(=O)CSc2ccccn2)c(=O)n(-c2ccccc2)n1C	4	-2.6	-8	7	1	94	21	-2	7
CC(C)NC(=O)c1ccc(COCC(F)(F)F)cc1	14	-1.4	-15	2	0	94	2	-1	-11
CCc1ccc2c(Cl)c(C(=O)N/N=C/c3c[nH]c4ccccc34)sc2c1	0	-0.7	51	-1	1	101	6	2	0
CC(C)Oc1ccc(Br)cc1/C=N\NC(N)=S	1	-0.3	17	13	2	99	9	-14	-8
CC(C)(C)C(=O)NC1CCN(S(C)(=O)=O)CC1	6	3.2	6	10	-3	80	7	-1	-1
O=C(CNC(=O)C12CC3CC(CC(C3)C1)C2)N1CCN(S(=O)(=O)/C=C/c2ccccc2)CC1	4	-2.7	-46	3	5	104	-1	-6	-7
CC12C(=O)N(c3ccccc3)C(=O)C1C(c1ccccc1)N1CCCN12 (configuration not stated)	3	-1.7	2	-8	4	90	12	1	-3
COc1ccc(CCNC(=O)CC2SC(=NCCc3ccccc3)NC2=O)cc1 (configuration not stated)	-2	-2.3	8	-8	0	101	15	3	-3
Cc1ccccc1NC(=O)Cc1nc(COC(=O)c2cc(Br)ccc2O)cs1	-2	1.7	nt	8	2	nt	7	-1	nt
CCn1c(C)c(C)c2cc(C(=O)NC3CCCCCC3)ccc21	-2	-1.5	20	5	4	101	2	1	-12
CSCCC1NC(=O)N(CC(=O)Nc2ccc(N3CCCCC3)cc2)C1=O (configuration not stated)	-2	0.3	13	-7	0	101	-5	-6	8
CC(=O)c1ccc(N2CCN(C(=O)c3ccc(S(=O)(=O)NCc4ccco4)cc3)CC2)cc1	9	-4.8	nt	-3	-10	nt	24	-7	nt
CN1C(=O)N(C)C(c2ccccc2Cl)C2=C1CC(C)(C)CC2=O (configuration not stated)	3	-0.8	-5	4	0	100	15	-8	5
O=Nc1c2nc3ccccc3n(O)c-2c2ccccc12	-1	nt	18	3	7	100	nt	-3	1
CCC(Sc1nnnn1-c1ccccc1)C(=O)Nc1nc2ccccc2s1 (configuration not stated)	6	3.3	21	-6	2	100	5	5	-52
CNC(=S)N/N=C/c1ccccc1Cl	-6	-1.3	-11	-3	10	142*	15	-4	-1
CCOC(=O)C1NN=C(C(=O)c2ccccc2)C1c1ccc(Cl)cc1 (configuration not stated)	1	0.0	47	-6	-1	106	9	-3	-7
O=C(CN1CCCCCC1)Nc1cccc([N+](=O)[O-])c1	2	-0.8	-155	-12	5	108	-7	-4	-9
COc1ccc(CNC(=O)CCC(=O)n2ncc3cc(C)ccc32)cc1	0	-7.4	20	12	3	96	15	nt	-8
COCC(C)NC(=O)C(C)Oc1ccccc1 (configuration not stated)	-7	0.5	11	-2	2	107	-8	0	0
COC(=O)C1=C(C)N(Cc2ccccc2)C(=S)N[C@H]1c1ccc(Br)cc1	3	-0.6	nt	-11	-3	nt	6	-7	nt
C1CCN(Cc2nnnn2CC2CCCO2)CC1 (configuration not stated)	-3	-1.8	32	4	4	104	12	-5	-24
O=C(CNC(=O)c1ccc2c(c1)OCCO2)N/N=C/c1ccco1	1	-0.8	32	3	-6	98	1	-2	7
CN(C)CCCOC(=O)c1cc2ccccc2o1	3	-0.8	11	3	5	101	-28	-1	5
COc1cc(NC(=O)CSc2nc(C)cs2)cc(OC)c1	1	-0.2	11	-4	1	102	-11	-9	-3
CCn1c(SCC(=O)Nc2ccc(OC)c(OC)c2)nc2c(c1=O)SCC2	4	0.2	18	-1	4	103	2	-1	-3
CC1(C)C(=O)Nc2ccccc2N1C(=O)CSc1ncccn1	-6	-3.3	27	-3	-1	117	30	-6	6
CCn1c(Cc2ccccc2)nnc1SCC(=O)Nc1ccccc1O	7	0.0	52	2	6	101	-18	-3	0
Cc1cnccc1CN(C)C(=O)CC1C(=O)NCCN1CC1CCCCC1 (configuration not stated)	5	2.0	-6	-4	2	95	0	-3	-11
COc1cccc(NS(=O)(=O)c2cc3c(cc2C)N(C)CCO3)c1	2	-1.7	-19	-3	4	99	-17	nt	14
O=C(Nc1ccccc1)c1cnc[nH]1	-2	1.3	6	4	1	nt	-26	-3	-1
NS(=O)(=O)c1ccc(CCNC(=O)C2CCN(c3ncnc4c3nc3n4CCCCC3)CC2)cc1	8	-0.9	17	-4	3	99	4	1	0
COc1ccc(C(CNC(=O)c2cc3ccccc3cc2O)N2CCOCC2)cc1 (configuration not stated)	-6	-1.1	nt	-8	1	nt	1	-6	nt
O=C1NC(=S)N/C1=C/c1cccn1-c1ccc([N+](=O)[O-])cc1	-2	-0.3	6	-1	5	97	25	-5	-1
COc1ccc2oc(=O)c(C(=O)Nc3ccccc3-c3ccccc3)cc2c1	nt	-0.6	20	2	5	96	-6	3	0
COc1ccc(S(=O)(=O)N2CCN(c3cnccn3)CC2)cc1OC	6	7.0	nt	8	-1	nt	7	1	nt
O=C(O)c1ccc(-c2ccccc2Cl)o1	9	2.1	nt	1	2	87	-2	-1	nt
CCc1cc2c(N[C@@H](Cc3c[nH]c4ccccc34)C(=O)O)ncnc2s1	6	-1.1	2	1	4	100	-10	-7	1
CCC(C)C(NC(=O)C1CCC(C)CC1)C(=O)Nc1ccc(OC)cc1OC (configuration not stated)	0	-3.6	0	-3	5	98	-20	-7	2

Among those listed so far, these have an aryl methoxy group:
SMILES	IDE inh	CRFBP-R2 agonist	PHOSPHO1 inh	CHRM4 PAM	IDE cell activ	MEKK3 PB1 HTS	CRFBP-R2 block	GalR3 antagonist	pCIP destab
COC(=O)[C@@]1(Cc2ccc(OC)cc2)[C@H]2c3cc(C(=O)N4CCCC4)n(CCSCCO)c3C[C@H]2CN1C(=O)c1ccccc1	0	-0.7	-16	nt	nt	109	4	nt	2
COc1ccc(NS(=O)(=O)c2cc(NC(=O)CNC(=O)c3cccc(OC)c3)ccc2C)cc1	0	-5.8	4	0	2	99	8	-3	-8
COc1ccc(C(C)C)cc1S(=O)(=O)n1ccnc1C	-3	1.4	-2	6	7	97	38	1	2
COc1ccc(CCNC(=O)CC2SC(=NCCc3ccccc3)NC2=O)cc1 (configuration not stated)	-2	-2.3	8	-8	0	101	15	3	-3
COc1ccc(CNC(=O)CCC(=O)n2ncc3cc(C)ccc32)cc1	0	-7.4	20	12	3	96	15	nt	-8
COc1cc(NC(=O)CSc2nc(C)cs2)cc(OC)c1	1	-0.2	11	-4	1	102	-11	-9	-3
CCn1c(SCC(=O)Nc2ccc(OC)c(OC)c2)nc2c(c1=O)SCC2	4	0.2	18	-1	4	103	2	-1	-3
COc1cccc(NS(=O)(=O)c2cc3c(cc2C)N(C)CCO3)c1	2	-1.7	-19	-3	4	99	-17	nt	14
COc1ccc(C(CNC(=O)c2cc3ccccc3cc2O)N2CCOCC2)cc1 (configuration not stated)	-6	-1.1	nt	-8	1	nt	1	-6	nt
COc1ccc2oc(=O)c(C(=O)Nc3ccccc3-c3ccccc3)cc2c1	nt	-0.6	20	2	5	96	-6	3	0
COc1ccc(S(=O)(=O)N2CCN(c3cnccn3)CC2)cc1OC	6	7.0	nt	8	-1	nt	7	1	nt
CCC(C)C(NC(=O)C1CCC(C)CC1)C(=O)Nc1ccc(OC)cc1OC (configuration not stated)	0	-3.6	0	-3	5	98	-20	-7	2

Bioassay records as filed in PubChem BioAssay.
